# NPC1 prom act – NPC1 promoter activation. Potency, µM (highest dose often 9.22 µM), for inactives: at the highest dose activation, most hits filed as activators. Huh7 NPC1 promoter luciferase reporter, 24 h. 2.4% of 320,000 active;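 further: potency means the concentration at half of the fitted maximal effect; % of control where 0% means no effect; nearly all actives have a fitted effect of over 60% in size; reporter is driven by a mutant NPC1 promoter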
#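 Huh7 cells stably carrying NPC1 promoter–luciferase, plated in Opti-MEM with 10% FBS for 2 h, were exposed to compound in DMSO for 24 h at 37 °C; luciferase reagent was added for 10 min and luminescence read.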
# TRPV1 ag – agonists of human vanilloid receptor 1 (TRPV1); TRPV1-expressing cells, Fluo-8 calcium influx, agonist mode; activation, % at 8.33 µM; 0.19% of 320,000 active; in the data active means activation above about 80%; inconclusive means between about 30% and that limit; further: 0% is about no effect
#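 TRPV1-expressing cells were cultured overnight at 35.5C and loaded with Fluo-8 calcium dye for 40 to 90 min at room temperature. After a 10 s baseline, compound was added and calcium influx was read kinetically for 3 min (ex 480/em 520 nm).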
# RORgamma inh – inhibitors of mouse ROR gamma transcriptional activity. P51450. Potency, µM (series often up to 53.6 µM), inactives show top-dose activity change, negative = inhibition, actives largely listed as inhibitors. Drosophila S2 Gal4-RORgamma UAS-luciferase reporter, 20 h. 5.4% of 310,000 active; further: potency means the concentration at half of the fitted maximal effect; on the % scale 0 is the no-effect control and ±100 the full control effect; nearly all actives have a fitted effect of over 60% in size
# Target sequence (P51450 whole entry, looked up, the tested form may be a part): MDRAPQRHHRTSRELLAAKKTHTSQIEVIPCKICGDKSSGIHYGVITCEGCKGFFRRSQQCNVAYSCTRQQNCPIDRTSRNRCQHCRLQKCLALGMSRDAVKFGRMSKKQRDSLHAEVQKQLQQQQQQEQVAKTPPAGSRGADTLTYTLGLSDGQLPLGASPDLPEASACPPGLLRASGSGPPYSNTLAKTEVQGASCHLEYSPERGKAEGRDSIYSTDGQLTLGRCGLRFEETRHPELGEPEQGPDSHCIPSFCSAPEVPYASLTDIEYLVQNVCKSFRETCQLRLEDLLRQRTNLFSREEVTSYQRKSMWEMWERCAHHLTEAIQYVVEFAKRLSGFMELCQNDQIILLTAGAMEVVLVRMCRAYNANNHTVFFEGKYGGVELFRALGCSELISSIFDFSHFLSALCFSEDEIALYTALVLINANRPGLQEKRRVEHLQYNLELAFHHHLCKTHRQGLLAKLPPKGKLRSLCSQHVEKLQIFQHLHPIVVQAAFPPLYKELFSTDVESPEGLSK
#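 A Gal4/UAS one-hybrid system in insect cells: metallothionein-promoter Gal4–ROR gamma fusion plus Photinus luciferase reporter. Copper sulfate 700 uM final, 20 hr ambient incubation, luminescent detection after 10 min with reagent.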
# Tb PFK block – T. brucei PFK enzyme inhibition; O15648; T. brucei PFK, ADP-Glo luminescence; Potency, µM (highest dose often 57.5 µM), inactives show at the top dose activity, negative = inhibition, actives largely listed as inhibitors; 0.17% of 330,000 active;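 further: potency means the concentration at half of the fitted maximal effect; 0% = uninhibited 1x PFK enzyme wells and -100% = no-enzyme wells; nearly all actives have a fitted effect of over 60% in size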
# Target sequence (O15648 whole entry, looked up): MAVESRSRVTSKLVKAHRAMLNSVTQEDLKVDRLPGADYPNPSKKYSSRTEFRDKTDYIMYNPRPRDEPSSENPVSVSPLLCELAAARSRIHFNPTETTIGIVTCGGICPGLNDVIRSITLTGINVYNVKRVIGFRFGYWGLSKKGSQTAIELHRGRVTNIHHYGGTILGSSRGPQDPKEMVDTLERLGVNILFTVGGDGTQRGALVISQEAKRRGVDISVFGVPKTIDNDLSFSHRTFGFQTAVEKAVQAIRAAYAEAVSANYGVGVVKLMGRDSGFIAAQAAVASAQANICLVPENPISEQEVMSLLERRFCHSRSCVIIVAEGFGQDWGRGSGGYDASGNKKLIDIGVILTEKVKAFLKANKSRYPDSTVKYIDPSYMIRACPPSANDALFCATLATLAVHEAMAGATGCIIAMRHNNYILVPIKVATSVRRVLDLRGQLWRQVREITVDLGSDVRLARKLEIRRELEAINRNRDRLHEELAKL
#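 Activity is normalized to no-enzyme wells (full inhibition) and 1.25 nM enzyme wells (no inhibition). Reaction: 0.5 mM F6P, 0.1 mM ATP, 45 min RT, ADP-Glo luminescence; concentration-response curves fitted and classed by quality.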
# ELG1 genotoxic – genotoxicity induction in ELG1-luciferase HEK293T cells | HEK293T ELG1-luciferase reporter, luminescence, 16 h | Potency, µM (titrated, usually from 46 µM), inactives show at the highest dose activity change, positive = activation, usual class: activators | 1.3% of 330,000 active; further: potency means the concentration at half of the fitted maximal effect; % of control where 0% means no effect; nearly all actives have a fitted effect of over 60% in size
#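 Luminescence read-out: rising ELG1-luciferase signal, reflecting elevated ELG1 protein under genetic stress, flags genotoxic compounds. Cells were treated for 16 hr at 37 °C before ONE-Glo detection.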
# p53 reactivator – mutant p53 re-activation in reporter cells; H1299 p53-A138V BP100-luciferase reporter, luminescence, 24 h; AID 504706; Potency, µM (doses to about 92.2 µM), for the others: top-dose activity change, positive = activation, most hits filed as activators; 0.063% of 320,000 active; further: potency means the concentration at half of the fitted maximal effect; % of control where 0% means no effect; nearly all actives have a fitted effect of over 45% in size
#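 p53-null H1299 cells stably carrying temperature-sensitive p53-A138V and a BP100-luciferase reporter were pinned with compounds (4-point, 1:5 series) and held 24 hrs at 37 deg C. Luminescence was read 10 min after detection reagent.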
# Rab9 promoter act – Rab9 promoter activation. Huh7 Rab9 promoter-luciferase reporter, luminescence, 24 h. Potency, µM (doses to about 9.22 µM), without a hit: at the highest dose activation, negative = inhibition, hits mostly activators. 2.8% of 320,000 active; further: potency means the concentration at half of the fitted maximal effect; % of control where 0% means no effect; nearly all actives have a fitted effect of over 60% in size
#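 Using Huh7 cells stably transfected with Rab9 promoter–luciferase, compounds were incubated 24 h at 37 °C, 5% CO2; luciferase luminescence was read 10 min after reagent addition.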
# BRCA1 expr up – BRCA1 expression activation | MCF7-BRCA1-FFLuc reporter, luminescence, 48 h; response scale: scaled: vehicle 0%, 10 µM genistein 100% | Potency, µM (highest dose often 46.1 µM), for the others: at the highest dose activation, actives largely listed as activators | 1.1% of 380,000 active | AID 624202; further: potency means the concentration at half of the fitted maximal effect; nearly all actives have a fitted effect of over 80% in size; some results filed as inactive show a strong effect at the top dose
#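 Reporter cells (MCF7, BRCA1 promoter-firefly luciferase) received library compounds across a concentration series for 48 h. End-point luminescence was measured and concentration-effect curves derived after normalization.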
# ELG1 DNA repair – inhibitors of ELG1-dependent DNA repair in HEK293T cells | AID 504467 | 2.3% of 330,000 active | Potency, µM (series often up to 46.1 µM), for inactives: top-dose activity change, negative = inhibition, most hits filed as inhibitors | HEK293T ELG1-luciferase reporter, luminescence, 16 h; DNA damage induced by 5-fluorouridine; further: potency means the concentration at half of the fitted maximal effect; on the % scale 0 is the no-effect control and ±100 the full control effect; nearly all actives have a fitted effect of over 55% in size
#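 Cells (2,000 per well) received 5-fluorouridine plus test compound or DMSO and were incubated 16 hr at 37 °C, 5% CO2. Luciferase activity was read by luminescence 30 min after ONE-Glo addition; signal suppression marked inhibition of damage-induced ELG1 function.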
# FLuc modulator – firefly luciferase modulation, counter-screen for miR-21 project. 6.9% of 360,000 active. purified FLuc, Km substrates, luminescence inhibition. Potency, µM (highest dose often 57.5 µM), for inactives: at the top dose activity change, negative = inhibition, hits mostly inhibitors;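 further: potency means the concentration at half of the fitted maximal effect; plate controls were vehicle for no effect and reference inhibitor for full effect; nearly all actives have a fitted effect of over 55% in size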
#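 Purified P. pyralis luciferase (10nM final) with 10uM D-luciferin and 10uM ATP (Km levels) in 50mM Tris acetate pH 7.5, 10mM Mg acetate, 0.01% Tween-20, 0.05% BSA; qHTS 6-point titration, ~60 µM downward; luminescence read.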
# VP16 counter – inhibits Gal4-VP16 luciferase reporter, ROR gamma counter-screen. Drosophila S2 Gal4-VP16 UAS-luciferase, luminescence, 20 h. Potency, µM (highest dose often 53.6 µM), without a hit: top-dose activity, negative = inhibition, actives largely listed as inhibitors. 3.5% of 310,000 active. AID 2546;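 further: Gal4-VP16 expression switched on by copper sulfate through the metallothionein promoter; potency means the concentration at half of the fitted maximal effect; on the % scale 0 is the no-effect control and ±100 the full control effect; nearly all actives have a fitted effect of over 50% in size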
# * = called active by the depositor; ? = inconclusive; . = no result given; [ ] = another dose, or the depositor's remark. Unless noted, the call rests on the fitted dose curve; in most records, active means well fitted curve in the direction sought with a large enough effect; inconclusive means small, poorly fitted or top-dose-only effect, or another doubt; inactive means no such curve, though single readings can be large; an effect the other way counts as inactive or inconclusive. No enrichment for hits; about 15% have a hit in one of these screens.
SMILES,NPC1 prom act,TRPV1 ag,RORgamma inh,Tb PFK block,ELG1 genotoxic,p53 reactivator,Rab9 promoter act,BRCA1 expr up,ELG1 DNA repair,FLuc modulator,VP16 counter
CCOc1ccccc1N=C1SC(CC(=O)Nc2ccc(OC)cc2OC)C(=O)N1CCC1=CCCCC1 (centres undefined),-6.0%,8.0,?,-8.5%,-3.5%,-2.0%,-1.2%,-40.5%,7.31µM*,-0.4%,?
C=CCOC(=O)C1=C[C@@H](c2ccc(C(F)(F)F)cc2)[C@H](CCCO)[C@@H](OCC)O1,-4.7%,?,20.0%,-5.1%,-5.2%,4.4%,7.7%,0.3%,-5.7%,2.9%,-10.0%
Cc1ccc(S(=O)(=O)N2CCOCC2)cc1C(=O)OCC(=O)NC1CCCC1,.,.,.,-0.3%,0.3%,0.4%,.,6.3%,-0.6%,.,.
CC(=O)c1c(C)[nH]c(=S)c(C#N)c1-c1ccc(Cl)cc1,0.2%,-0.5,?,-2.9%,-1.1%,12.5%,-2.1%,-11.0%,7.2%,2.4%,?
O=S(Cc1ccc(Cl)cc1)c1ncc(CO)n1Cc1ccccc1 (centres undefined),10.8%,-0.9,6.0%,-7.9%,-3.4%,-8.4%,19.4%,-5.9%,?,0.3%,6.2%
N#Cc1ccc(C(=O)N2CCN(S(=O)(=O)c3ccc(Cl)s3)CC2)cc1,5.0%,0.0,.,-1.4%,-6.3%,-5.3%,0.8%,-6.9%,-3.9%,0.7%,.
COCCn1c(C)c(C)c(S(=O)(=O)c2ccccc2)c1N,0.0%,7.4,22.4%,0.1%,-2.7%,-0.4%,0.7%,9.4%,12.3%,0.4%,-2.6%
COc1ccccc1NC(=O)Cc1csc(N)n1,-0.4%,-0.9,-8.9%,3.3%,-4.8%,-1.8%,-2.4%,-3.5%,0.0%,-0.2%,-2.0%
Cc1ccccc1OCC(=O)NCCS(=O)(=O)N1CCN(c2ccc(F)cc2)CC1,-2.1%,-7.9,.,-2.0%,3.2%,-0.4%,-1.1%,-10.4%,-4.8%,0.7%,.
Clc1nc(Nc2ccccc2)nc(Nc2ccccc2)n1,0.3%,-2.7,-28.4%,6.2%,7.3%,?,4.7%,-23.0%,5.6%,23.9µM*,?
Cc1ccc(NC(=O)c2ccc3c(=O)n4c(nc3c2)CCCCC4)cc1F,-0.7%,?,-3.1%,4.1%,-3.6%,2.5%,-0.1%,9.0%,-25.5%,?,0.5%
CC(=O)N1c2ccc(S(=O)(=O)NCCC(=O)NCCc3ccc(C)cc3)cc2CC1C (centres undefined),-1.5%,2.7,?,-4.2%,-2.0%[9.26 µM],0.4%,-12.7%,-19.9%,?,0.6%,-28.2%
Cc1ccc(NC(=O)c2ccc(S(=O)(=O)NCc3ccco3)cc2)cc1,-0.9%,81.9*,-40.6%,-1.5%,?,-2.2%,3.0%,-0.7%,?,-0.8%,-6.5%
COc1cccc(CNS(=O)(=O)c2ccc3c(c2)N(C(C)=O)CCO3)c1,-1.4%,1.4,14.8%,-13.7%,-2.9%,6.3%,-0.6%,1.2%,-5.1%,3.9%,-1.6%
Cc1cc(C)c(O)c(-c2cc(C(=O)Nc3c(C)n(C)n(-c4ccccc4)c3=O)[nH]n2)c1,1.1%,-1.2,-3.8%,-3.9%,-0.7%,-6.2%,-11.2%,6.1%,-9.6%,-6.0%,1.1%
Cc1cc(C)nc(NC(=O)c2c(-c3ccccc3Cl)noc2C)c1,-3.0%,11.3,15.9%,-2.6%,-1.2%,4.8%,-1.7%,-22.7%,?,7.3%,4.8%
CC(=O)NCc1cn2c(C)csc2n1,-2.4%,0.6,12.6%,5.8%,-5.1%,12.4%,-2.5%,0.9%,7.8%,1.9%,3.2%
c1ccc2c(c1)NCC1CCCN21 (centres undefined),4.1%,-1.9,-0.5%,-8.1%,0.4%,3.6%,21.5%,-21.9%,?,-3.2%,-5.5%
COc1ccc(OC)c(NC(=S)N2CCN(C(=O)C3CCCO3)CC2)c1 (centres undefined),0.6%,-1.8,0.4%,-1.5%,1.4%,9.0%,0.1%,-1.3%,11.1%,3.1%,-7.5%
COc1cccc(NC(=O)C2CCN(S(C)(=O)=O)CC2)c1,3.4%,0.9,14.7%,16.9%,-0.6%,-10.7%,-0.1%,-4.2%,10.1%,-8.5%,-10.3%
CCOc1ccc(S(=O)(=O)N2CCCC(C(=O)N3CCOCC3)C2)cc1 (centres undefined),-5.5%,-8.2,19.6%,1.5%,-1.6%,-9.1%,3.0%,0.0%,-5.4%,2.6%,5.8%
COc1cc(C(C)=O)ccc1Oc1cc(NN2CCCCC2)c([N+](=O)[O-])cc1[N+](=O)[O-],-2.6%,13.4,3.5%,-2.1%,-0.6%,10.9%,-1.6%,-35.4%,12.6%,0.6%,1.9%
Cc1cccc(NC(=O)CCC(=O)NCCO)c1,-0.2%,-4.3,4.4%,-0.7%,-2.8%,6.7%,1.6%,9.1%,1.8%,?,-5.4%
COC(=O)c1ccc(NC(=O)C2C3CCC(C3)C2C(=O)O)cc1 (centres undefined),.,6.1,3.0%,.,.,.,.,8.1%,.,-1.6%,-2.1%
CC(C)c1ccccc1NS(=O)(=O)N(C)C,-2.1%,-5.1,10.0%,-2.2%,0.2%,-5.2%,0.9%[1.84 µM],0.4%,5.6%,-0.1%,-21.2%[10 µM]
SMILES,NPC1 prom act,TRPV1 ag,RORgamma inh,Tb PFK block,ELG1 genotoxic,p53 reactivator,Rab9 promoter act,BRCA1 expr up,ELG1 DNA repair,FLuc modulator,VP16 counter
Clc1ccc2nc(C3CCN(Cc4nnnn4C4CCCCC4)CC3)[nH]c2c1,0.2%,-1.1,43.5%,-4.3%,-7.2%,-9.8%,-10.1%,-36.3%,?,-10.8%,-13.9%
CCc1ccc(S(=O)(=O)Nc2ccccn2)cc1,-1.1%,-2.6,3.5%,1.6%,2.0%,6.2%,3.1%,8.5%,-0.4%,1.6%,-2.6%
Cc1cc(NC(=O)CSc2nc(=O)cc(N)n2-c2ccc(Cl)cc2)no1,-2.2%,-3.1,6.2%,0.2%,0.6%,-0.3%,1.2%,9.4%,6.6%,2.5%,5.7%
COc1ccc(C2CC(=O)Oc3cc(O)ccc32)cc1 (centres undefined),.,.,0.9%[96.6 µM],-0.6%,6.6%,7.5%,.,12.1%,16.7%,.,1.5%[96.6 µM]
Cc1oc(C(=O)O)cc1COc1ccc2c3c(c(=O)oc2c1C)CCC3,19.1%,-5.5,-12.9%,-22.4%,?,2.0%,?,2.4%[1.84 µM],?,26.9µM*,0.4%
Cc1cc(NC(=O)c2cc(-c3ccc(C)s3)nc3ccccc23)no1,0.8%,-0.5,28.6%,1.2%,7.9%,9.7%,-2.4%,-0.3%,-3.9%,?,3.0%
CCOc1ccc(-c2nc(N)ncc2-c2ccc(Cl)cc2)c(O)c1,0.1%,-2.7,13.3%,-1.8%,2.7%,-12.7%,-1.8%,-8.6%,-33.5%,-1.1%,?
CC(C)Oc1ccc(CN=C(N)N=C(N)N)cc1Cl,-8.5%,2.7,7.4%,4.7%,-9.7%,-8.7%,-26.4%,-19.2%,-6.3%,-15.8%,-4.3%
COc1ccc(OC)c(-c2cc(C(=O)N3CCN(c4ncccn4)CC3)c3ccccc3n2)c1,2.5%,4.5,?,3.9%,-7.6%,-7.0%,9.3%,-60.3%,13µM*,-2.0%,-4.8%
COc1ccc(NC(=O)CSc2nccn2Cc2ccco2)cc1OC,24.9%,-3.2,45.2%,2.4%,14.2%,12.8%,?,43.5%,27.6%,-19.1%,11.5%
CC1CCCC(C)N1C(=O)COc1cccc(Oc2ccccc2)c1 (centres undefined),.,.,.,0.0%,-2.8%,18.3%,.,-3.3%,-8.3%,.,.
COc1ccc(C(CNC(=O)c2c(C)nn(Cc3ccc(C)cc3)c2Cl)N2CCOCC2)cc1 (centres undefined),-0.4%,9.4,.,2.0%,-8.2%,-9.6%,-2.4%,-31.4%,20.6µM*,2.3%,.
COc1cccc(NC(=O)C(C)SCc2ccccc2)c1 (centres undefined),11.3%,3.4,-14.8%,0.1%,8.3%,?,19.2%,-4.7%,?,?,-2.6%
COc1ccccc1OCC(=O)Nc1ccc(S(=O)(=O)N(C)c2ccccc2)cc1,-1.2%,1.6,33.6%,4.2%,-12.9%,-8.2%,-0.5%,-7.4%,?,3.7%,-1.8%

# Compound activity deposited in PubChem BioAssay by National Center for Advancing Translational Sciences (NCATS).
